SW480 rerep = DNA re-replication induction in SW480 cells | SW480 DNA re-replication, Hoechst DNA content imaging, 48 h | Potency, µM (top dose mostly 46.1 µM), for inactives: at the highest dose re-replication activation, most hits filed as activators | hit rate 1.8% among 340,000; further: potency means the concentration at half of the fitted maximal effect; % of control where 0% means no effect; nearly all actives have a fitted effect of over 55% in size
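Quantitative HTS format with DMSO vehicle controls; 48 hr drug incubation at 37 C, then 40 min Hoechst staining and scanning imager measurement at 405 nm excitation.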
MCF10A rereplic = inducers of DNA re-replication in MCF 10A breast cells | MCF 10A DNA re-replication, Hoechst nuclear intensity, 48 h | Potency, µM (series often up to 46.1 µM), inactives show at the top dose activity, positive = re-replication, actives largely listed as activators | hit rate 2.9% among 350,000 | AID 624296; further: potency means the concentration at half of the fitted maximal effect; % of control where 0% means no effect; nearly all actives have a fitted effect of over 50% in size
GLP1R cytotox = cytotoxicity in counter-screen for GLP-1R inverse agonists | Potency, µM (titrated, usually from 38.3 µM), for inactives: at the top dose activity change, negative = inhibition, most hits filed as inhibitors | hit rate 0.13% among 410,000 | HEK293 cAMP-luciferase reporter cells, luminescence, 24 h;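 further: loss of luciferase light is scored as toxicity; potency means the concentration at half of the fitted maximal effect; on the % scale 0 is the no-effect control and ±100 the full control effect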
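A 23 nL compound transfer followed 12 hours of cell culture at 37 deg C; exposure then lasted 24 hr. Luciferase assay detection reagent was dispensed and plates read for luminescence after a 12 min room-temperature wait.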
KB-3-1 cytotox = kills parental KB-3-1 adenocarcinoma cells; KB-3-1 viability, CellTiter-Glo ATP luminescence, 72 h; Potency, µM (highest dose often 46.1 µM), inactives show top-dose activity change, negative = cytotoxic, usual class: cytotoxic; hit rate 1.4% among 400,000; AID 1347075; further: potency means the concentration at half of the fitted maximal effect; on the % scale 0 is the no-effect control and ±100 the full control effect; nearly all actives have a fitted effect of over 60% in size
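KB-3-1 parental drug-naive adenocarcinoma cells in DMEM/10% FBS, incubated 72 h at 37 C with pin-transferred compounds across a concentration series. Viability by CellTiter-Glo luminescence; concentration-response curves fitted after normalization.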
KB-V1 cytotox = KB-V1 MDR subline cytotoxicity. hit rate 3.4% among 400,000. KB-V1 MDR cells viability, CellTiter-Glo, 72 h. Potency, µM (series often up to 46.1 µM), for inactives: at the highest dose activity change, negative = cytotoxicity, usual class: cytotoxic; further: potency means the concentration at half of the fitted maximal effect; on the % scale 0 is the no-effect control and ±100 the full control effect; nearly all actives have a fitted effect of over 60% in size
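Cytotoxicity via CellTiter-Glo luminescence after 72 h compound exposure at 37 degrees C. Cells: drug-selected KB-V1 line, DMEM phenol-red free plus 10% FBS. Compounds tested at multiple concentrations; normalized data fitted to concentration-effect curves.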
DRD3 agonist = activates the human D3 dopamine receptor. P35462. D3R DiscoveRx beta-arrestin cells, luminescence, 90 min. max activation, %. hit rate 0.58% among 410,000. AID 652048; in the data active means max activation above about 30%; further: 0% is about no effect; mostly tested at two doses, the higher about 12 µM
Target sequence (P35462 whole entry, looked up): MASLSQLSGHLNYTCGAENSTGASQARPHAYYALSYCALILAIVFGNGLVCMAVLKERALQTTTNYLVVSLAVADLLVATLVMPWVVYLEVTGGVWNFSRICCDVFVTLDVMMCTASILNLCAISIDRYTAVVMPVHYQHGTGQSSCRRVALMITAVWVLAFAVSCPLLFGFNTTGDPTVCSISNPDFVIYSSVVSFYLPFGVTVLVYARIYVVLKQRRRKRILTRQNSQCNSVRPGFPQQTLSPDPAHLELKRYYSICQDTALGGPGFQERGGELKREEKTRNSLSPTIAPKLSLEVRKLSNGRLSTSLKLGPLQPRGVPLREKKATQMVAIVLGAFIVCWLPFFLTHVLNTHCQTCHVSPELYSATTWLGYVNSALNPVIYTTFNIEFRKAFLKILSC
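Cells at 1500/well, incubated overnight, then treated with pinned compounds (dopamine as control) for 90 min at 37 degrees C. DiscoveRx reagent added for 30 - 60 minutes at room temperature; luminescence read.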
HT1080-NT tox = kills 2HG-producing HT-1080-NT fibrosarcoma cells | HT-1080-NT fibrosarcoma viability, CellTiter-Glo ATP luminescence, 48 h | Potency, µM (titrated, usually from 46.1 µM), for the others: top-dose activity, negative = less viability, usual class: cytotoxic | hit rate 1.6% among 360,000 | AID 686970;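 further: NT is the 2HG producing partner of a matched IDH1 knockdown line; potency means the concentration at half of the fitted maximal effect; 0% = DMSO-treated cells and -100% = media-only wells without cells; nearly all actives have a fitted effect of over 55% in size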
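Viability of the 2HG-overproducing fibrosarcoma line after 48 hours of compound exposure at 37 degrees C was determined by luminescence with CellTiter-Glo, and concentration-effect curves were then fitted and categorized.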
HT1080 IDH1KD tx = HT-1080 IDH1 knockdown cell toxicity (counter line); HT-1080 IDH1 knockdown viability, ATP luminescence, 48 h; Potency, µM (doses to about 46.1 µM), without a hit: at the top dose activity, negative = toxicity, usual class: cytotoxic; hit rate 2% among 360,000; AID 686971;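 further: potency means the concentration at half of the fitted maximal effect; 0% = DMSO wells and -100% = cell-free medium wells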
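HT-1080-IDH1KD cells (IDH1 knocked down), 750/well in RPMI with 5% FBS, treated with compound 48 h at 37 degrees C. Viability by CellTiter-Glo luminescence, normalised to DMSO and no-cell wells; concentration-response curves classed.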
IL-1B inflam inh = inhibitors of inflammasome signaling (IL-1 beta secretion); AID 743279; activity change, % at 57.5 µM; hit rate 4.7% among 360,000; THP-1 LPS/ATP IL-1B secretion, AlphaLISA, 16 h; active compounds read low; in the data active means activity change below about -50%; inconclusive means mostly about -30% to -49%; further: on the % scale 0 is the no-effect control and ±100 the full control effect
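Secreted IL-1B measured by AlphaLISA bead assay after 16 h compound exposure of THP-1 cells; compounds (final up to 57.5 uM) added 1 h before LPS (250 ng/mL) and ATP (1.25 mM) stimulation; lower signal means less secretion.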
* = called active by the depositor; [ ] = remark or other dose. Unless noted, the call rests on the fitted dose curve; in most records, active means well fitted curve in the direction sought with a large enough effect; inconclusive means small, poorly fitted or top-dose-only effect, or another doubt; inactive means no such curve, though single readings can be large; an effect the other way counts as inactive or inconclusive.

`Cc1ccc(C(=O)N2CCC3(CC2)Oc2ccc(Cl)cc2C(=O)C32CC(c3ccc(Cl)cc3)=NO2)s1` (stereo not drawn) gave SW480 rerep inconclusive, MCF10A rereplic -1%, GLP1R cytotox 4%, KB-3-1 cytotox 6%, KB-V1 cytotox 11%, DRD3 agonist 5, HT1080-NT tox 4%, HT1080 IDH1KD tx 3% and IL-1B inflam inh -4.
Screening COc1cc(NC(=O)CN(C)S(=O)(=O)c2ccc3c(c2)CCC(=O)N3)cc(OC)c1 returned SW480 rerep -10%, MCF10A rereplic -2%, GLP1R cytotox 5%, KB-3-1 cytotox 8%, KB-V1 cytotox 9%, DRD3 agonist -5, HT1080-NT tox 0%, HT1080 IDH1KD tx -2% and IL-1B inflam inh 11.
Screening COc1cccc(NC(=O)N(C)C[C@@H]2OCc3cn(nn3)CCCC(=O)N([C@H](C)CO)C[C@H]2C)c1 returned GLP1R cytotox 1%, KB-3-1 cytotox 24%, KB-V1 cytotox 14%, DRD3 agonist 2, HT1080-NT tox 8%, HT1080 IDH1KD tx 3% and IL-1B inflam inh 29.
Screening COc1ccc(CCc2nnc(CCC(=O)NCCc3ncccc3C)o2)cc1 returned SW480 rerep -6%, MCF10A rereplic -7%, GLP1R cytotox -12%, KB-3-1 cytotox -27%, KB-V1 cytotox inconclusive, DRD3 agonist -8, HT1080-NT tox 2%, HT1080 IDH1KD tx 3% and IL-1B inflam inh 9.
Screening Cc1cccc(-c2cc3nc4c(c(NCc5ccco5)n3n2)CCCC4)c1 returned SW480 rerep inconclusive, MCF10A rereplic 16µM*, GLP1R cytotox 30%, KB-3-1 cytotox -12%, KB-V1 cytotox inconclusive, DRD3 agonist 5, HT1080-NT tox inconclusive, HT1080 IDH1KD tx inconclusive and IL-1B inflam inh -98*.
COc1cccc(OC)c1C(=O)Nc1nc2c(s1)CCc1ccccc1-2 was read as GLP1R cytotox -8%, KB-3-1 cytotox -1%, KB-V1 cytotox -17% and DRD3 agonist -13.
For CC(NC(=O)C1CCCN1S(=O)(=O)c1ccc2c(c1)n(C)c(=O)c(=O)n2C)c1ccccc1 (stereo not drawn) the results were SW480 rerep 2%, MCF10A rereplic 8%, GLP1R cytotox 9%, KB-3-1 cytotox -4%, KB-V1 cytotox -5%, DRD3 agonist -10, HT1080-NT tox -3%, HT1080 IDH1KD tx 2% and IL-1B inflam inh 30.
Cc1occc1C(=O)NCCCc1ccccc1 was read as SW480 rerep inconclusive, MCF10A rereplic inconclusive, GLP1R cytotox -6%, KB-3-1 cytotox -22%, KB-V1 cytotox -9%, DRD3 agonist -14, HT1080-NT tox -8%, HT1080 IDH1KD tx -6% and IL-1B inflam inh -2.
Screening O=C(Nc1nnc(CC(=O)N2CCOCC2)s1)C1COc2ccccc2O1 (stereo not drawn) returned SW480 rerep 1%, MCF10A rereplic -2%, GLP1R cytotox 5%, KB-3-1 cytotox -5%, KB-V1 cytotox 14%, DRD3 agonist 0, HT1080-NT tox 2%, HT1080 IDH1KD tx -6% and IL-1B inflam inh -6.
For Cc1ccccc1C(=O)c1c[nH]c(C(=O)NCc2cccs2)c1 the results were SW480 rerep -5%, MCF10A rereplic -3%, GLP1R cytotox -17%, KB-3-1 cytotox 5%, KB-V1 cytotox -3%, DRD3 agonist 5, HT1080-NT tox 17%, HT1080 IDH1KD tx 12% and IL-1B inflam inh inconclusive.
CCSc1nnc(NC(=O)CSc2nnc(CNC(=O)c3cc(OC)c(OC)c(OC)c3)o2)s1 was read as SW480 rerep -4%, MCF10A rereplic 1%, GLP1R cytotox -18%, KB-3-1 cytotox 22%, KB-V1 cytotox 11%, DRD3 agonist 4, HT1080-NT tox inconclusive, HT1080 IDH1KD tx 15% and IL-1B inflam inh 18.
Screening CC(=O)CCN1C(=O)NC2(CCCc3ccccc32)C1=O (stereo not drawn) returned SW480 rerep -4%, MCF10A rereplic 0%, GLP1R cytotox -15%, KB-3-1 cytotox 15%, KB-V1 cytotox 20%, DRD3 agonist 7, HT1080-NT tox 13%, HT1080 IDH1KD tx 24% and IL-1B inflam inh 10.
Screening c1ccc(CSc2nnc3c(n2)OC(c2ccco2)Nc2ccccc2-3)cc1 (stereo not drawn) returned SW480 rerep -6%, MCF10A rereplic 2%, GLP1R cytotox -12%, KB-3-1 cytotox 17%, KB-V1 cytotox 15%, DRD3 agonist -2, HT1080-NT tox 7%, HT1080 IDH1KD tx 8% and IL-1B inflam inh 11.
`O=C(/C=C/c1ccccc1)Nc1ccc(S(=O)(=O)N2CCOCC2)cc1` gave SW480 rerep -5%, MCF10A rereplic 13%, GLP1R cytotox -2%, KB-3-1 cytotox -1%, KB-V1 cytotox inconclusive, DRD3 agonist 0, HT1080-NT tox 0%, HT1080 IDH1KD tx -8% and IL-1B inflam inh 8.
Screening Cc1cc(-c2nn(C)c(=O)c3ccccc23)ccc1CNC(=O)NC1CCCCC1 returned SW480 rerep -3%, MCF10A rereplic -5%, GLP1R cytotox 2%, KB-3-1 cytotox -18%, KB-V1 cytotox -24%, DRD3 agonist 18, HT1080-NT tox 10%, HT1080 IDH1KD tx 11% and IL-1B inflam inh 12.
`O=C(CSc1nc(O)c(Cc2ccccc2)c(=O)[nH]1)c1ccccc1` gave SW480 rerep -8%, MCF10A rereplic 26%, GLP1R cytotox 21%, KB-3-1 cytotox inconclusive, KB-V1 cytotox -22%, DRD3 agonist -15, HT1080-NT tox -23%, HT1080 IDH1KD tx -9% and IL-1B inflam inh 3.
Screening CCCC(CCC(=O)Nc1cc([N+](=O)[O-])ccc1O)C(=O)O (stereo not drawn) returned SW480 rerep 11%, MCF10A rereplic -11%, GLP1R cytotox -28%, KB-3-1 cytotox -10%, KB-V1 cytotox -3%, DRD3 agonist -7, HT1080-NT tox -7%, HT1080 IDH1KD tx 4% and IL-1B inflam inh 7.
`O=C1CCC(=O)N1c1cccc(-c2nc3ccccc3o2)c1` gave SW480 rerep 3%, MCF10A rereplic -1%, GLP1R cytotox 11%, KB-3-1 cytotox 0%, KB-V1 cytotox -21%, DRD3 agonist 2, HT1080-NT tox 3%, HT1080 IDH1KD tx 2% and IL-1B inflam inh inconclusive.
CCc1ccc(-c2cc(C(=O)Nn3cnnc3)c3ccccc3n2)cc1 was read as SW480 rerep 0%, MCF10A rereplic 2%, GLP1R cytotox -12%, KB-3-1 cytotox inconclusive, KB-V1 cytotox inconclusive, DRD3 agonist 5, HT1080-NT tox 10µM*, HT1080 IDH1KD tx 14µM* and IL-1B inflam inh 26.
Screening Cc1[nH]c2ccccc2c1C(=O)COC(=O)c1ccc2c(=O)n3c(nc2c1)CCC3 returned SW480 rerep -26%, MCF10A rereplic 10%, GLP1R cytotox 9%, KB-3-1 cytotox inconclusive, KB-V1 cytotox 29%, DRD3 agonist -2, HT1080-NT tox inconclusive, HT1080 IDH1KD tx -23% and IL-1B inflam inh 0.
For O=C(CNC(=O)c1ccc(Cl)cc1)OCc1cc(=O)n2nc(C3CC3)sc2n1 the results were GLP1R cytotox 6%, KB-3-1 cytotox 11%, KB-V1 cytotox -11% and DRD3 agonist 3.
For C[C@H]1COC(=O)[C@H](CC(=O)OC(C)(C)C)C/C=C\C[C@@H](CC(=O)N(CCO)Cc2ccccc2)C(=O)N1 the results were SW480 rerep -1%, MCF10A rereplic 1%, GLP1R cytotox -6%, KB-3-1 cytotox 6%, KB-V1 cytotox 26%, DRD3 agonist 7, HT1080-NT tox 11%, HT1080 IDH1KD tx 16% and IL-1B inflam inh 18.
For O=C(/C=C/c1ccco1)NCC1OCCc2ccccc21 (stereo not drawn) the results were SW480 rerep -39%[inhibitor], MCF10A rereplic inconclusive, GLP1R cytotox 3%, KB-3-1 cytotox 7%, KB-V1 cytotox 15%, DRD3 agonist 7, HT1080-NT tox inconclusive, HT1080 IDH1KD tx 1% and IL-1B inflam inh -6.
`N=c1n(CCO)c2ccccc2n1CCN1CCCCC1` gave SW480 rerep -5%, MCF10A rereplic 6%, GLP1R cytotox 28%, KB-3-1 cytotox -1%, KB-V1 cytotox 6%, DRD3 agonist -13, HT1080-NT tox 2%, HT1080 IDH1KD tx -16% and IL-1B inflam inh -13.
`COc1ccc(CCNC(=S)N2CCC(C(=O)c3ccc(F)cc3)CC2)cc1OC` gave SW480 rerep -15%, MCF10A rereplic -1%, GLP1R cytotox -24%, KB-3-1 cytotox inconclusive, KB-V1 cytotox 4.1µM*, DRD3 agonist 2, HT1080-NT tox -17%, HT1080 IDH1KD tx inconclusive and IL-1B inflam inh -13.
For COc1ccc(NC(=O)C2C(c3ccccc3)C2(Cl)Cl)cc1 (stereo not drawn) the results were SW480 rerep -15%, MCF10A rereplic 4%, GLP1R cytotox -8%, KB-3-1 cytotox -5%, KB-V1 cytotox -19%, DRD3 agonist -13, HT1080-NT tox -4%, HT1080 IDH1KD tx -12% and IL-1B inflam inh -13.

Molecules listed so far with a thiophene ring, fused or not, in the order listed:
`Cc1ccc(C(=O)N2CCC3(CC2)Oc2ccc(Cl)cc2C(=O)C32CC(c3ccc(Cl)cc3)=NO2)s1` (stereo not drawn) gave SW480 rerep inconclusive, MCF10A rereplic -1%, GLP1R cytotox 4%, KB-3-1 cytotox 6%, KB-V1 cytotox 11%, DRD3 agonist 5, HT1080-NT tox 4%, HT1080 IDH1KD tx 3% and IL-1B inflam inh -4.
For Cc1ccccc1C(=O)c1c[nH]c(C(=O)NCc2cccs2)c1 the results were SW480 rerep -5%, MCF10A rereplic -3%, GLP1R cytotox -17%, KB-3-1 cytotox 5%, KB-V1 cytotox -3%, DRD3 agonist 5, HT1080-NT tox 17%, HT1080 IDH1KD tx 12% and IL-1B inflam inh inconclusive.

Screening data deposited in PubChem BioAssay by National Center for Advancing Translational Sciences (NCATS).
